# NALP3 yeast inh: NALP3 inhibition in yeast. Yeast reconstituted NLRP3/ASC/caspase-1, beta-gal luminescence, 24 h. inhibition, % at 10 µM. hit rate 0.39% among 330,000;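 active means inhibition of 50% or more; inactive means inhibition below 50%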;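 further: plate controls were induced DMSO wells for no effect and uninduced yeast grown without galactose for full effect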
# mIAP inh: mouse IAP inhibition; inhibition, % at 10 µM; AID 2806; purified mouse IAP, CDP-Star luminescence, 30 min; hit rate 0.2% among 330,000;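 active means inhibition of at least 40% at 10 µM in the primary screen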;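 further: plate controls were DMSO with enzyme for no effect and no enzyme wells for full effect; values of inactives mirror those of a sister screen read the other way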
# MIN6 prolif: inducers of beta-cell replication in MIN6 cells. MIN6 cells proliferation, ATPlite luminescence, 48 h; cells starved in 0.2% serum; 100% = growth in 10% serum. proliferation, % at 10 µM. hit rate 0.29% among 330,000;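 active means compounds whose signal lies at least 3.5 SD above the mean of all wells on their plate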;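 further: 0% = DMSO-treated cells in low-serum medium and 100% = 10% serum control; some compounds called inactive have numbers as strong as hits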
# mIAP activ: mouse IAP activation | activation factor at 10 µM | muIAP, CDP-Star luminescence, 30 min; hits give high values; 1 = vehicle-only enzyme signal, 0 = enzyme-free wells | hit rate 0.24% among 330,000;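 active means activation factor of at least 2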; further: the source names both 10 and 20 µM as test concentration; values of inactives mirror those of a sister screen read the other way
#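 Assay system: mouse IAP enzyme / Compound: DMSO-dissolved test compounds / Timing: 30 min, room temperature / Measured by: luminescence from enzymatic CDP-Star hydrolysis / Control set: DMSO-only wells, enzyme-free buffer wells as negative control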
# APOBEC3A inh: human APOBEC3A DNA deaminase inhibition | recombinant A3A, FAM/TAMRA ssDNA deamination fluorescence | AID 493011 | P31941 | inhibition, % at 20 µM | hit rate 0.41% among 330,000;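 active means at least 40% inhibition at 20 µM here, with at most 30% in a related deaminase screen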;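 further: plate controls were A3A with DMSO for no effect and wells lacking A3A enzyme for full effect; some results filed as inactive read as strong as hits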
# Target sequence (P31941 whole entry, looked up): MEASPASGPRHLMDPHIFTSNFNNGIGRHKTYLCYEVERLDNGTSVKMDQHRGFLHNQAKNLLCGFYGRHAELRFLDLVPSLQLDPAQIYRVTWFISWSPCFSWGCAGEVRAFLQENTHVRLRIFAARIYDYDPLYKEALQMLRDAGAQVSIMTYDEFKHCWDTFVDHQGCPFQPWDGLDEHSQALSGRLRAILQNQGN
# hIAP act: increases human intestinal alkaline phosphatase activity | purified human IAP, CDP-Star luminescence, 30 min; hits give high values; 1 = vehicle-only enzyme, 0 = enzyme-free background | activation factor at 10 µM | P09923 | hit rate 0.16% among 330,000;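 active means activation factor of the enzyme at least 2-fold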; further: the source names both 10 and 20 µM as test concentration; values of inactives mirror those of a sister screen read the other way
# APOBEC3G inh: blocks human APOBEC3G single-stranded DNA deamination; Q9HC16; recombinant A3G, ssDNA deamination FAM/TAMRA fluorescence; inhibition, % at 20 µM; hit rate 0.28% among 330,000; AID 493012;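 active means inhibition of at least 40% at 20 µM, with no more than 30% in the related APOBEC3A deaminase screen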;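 further: plate controls were DMSO wells with A3G for no effect and wells lacking A3G enzyme for full effect; some compounds called inactive have numbers as strong as hits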
# Target sequence (Q9HC16 whole entry, looked up): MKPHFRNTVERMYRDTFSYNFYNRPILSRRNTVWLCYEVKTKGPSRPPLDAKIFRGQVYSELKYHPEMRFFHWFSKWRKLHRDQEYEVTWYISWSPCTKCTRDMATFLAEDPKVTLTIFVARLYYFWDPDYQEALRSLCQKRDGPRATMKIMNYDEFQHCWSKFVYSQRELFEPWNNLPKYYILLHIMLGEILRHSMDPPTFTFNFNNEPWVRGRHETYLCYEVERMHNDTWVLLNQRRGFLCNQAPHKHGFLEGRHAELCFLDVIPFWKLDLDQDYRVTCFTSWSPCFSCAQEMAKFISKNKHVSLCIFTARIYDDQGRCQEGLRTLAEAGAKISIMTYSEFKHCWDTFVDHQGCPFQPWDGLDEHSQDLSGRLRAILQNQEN
# SENP1 inh: inhibitors of human SENP1 SUMO protease catalytic domain; Q9P0U3; recombinant SENP1 catalytic domain, CyPet-SUMO1-YPet FRET cleavage; inhibition, % at 10 µM; hit rate 0.21% among 360,000;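 active means inhibition at least 30% at 10 µM, raw YFP signal under a set limit, fluorescence ratio 0.5 to 1.5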;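 further: 0% = enzyme with DMSO and 100% = no enzyme wells; some results filed as inactive read as strong as hits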
# Target sequence (Q9P0U3 419-644 limits assumed): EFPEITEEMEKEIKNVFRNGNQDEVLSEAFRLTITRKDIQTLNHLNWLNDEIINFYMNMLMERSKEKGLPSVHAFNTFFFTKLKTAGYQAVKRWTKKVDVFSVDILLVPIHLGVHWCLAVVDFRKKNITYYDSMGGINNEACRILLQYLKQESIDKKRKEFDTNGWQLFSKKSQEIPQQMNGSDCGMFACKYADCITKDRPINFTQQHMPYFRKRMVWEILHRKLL
#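 Test system: recombinant human SENP1 catalytic domain, His6-tagged / Medium: pH 8 Tris buffer with EDTA, NaCl, BME, BSA, NP40, catalase / Also added: SUMO1 FRET substrate flanked by Cypet and Ypet, 25 nM / Times: 50 min reaction at room temperature / Signal: FRET, CFP and YFP emission / Control set: no-enzyme low control and enzyme-plus-DMSO high control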
# hIAP inh: human IAP inhibition | P09923 | purified IAP, CDP-Star luminescence, 30 min | inhibition, % at 10 µM | hit rate 0.12% among 330,000;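 active means inhibition reaching a set limit with compound at 10 µM in the primary screen, cut at about 35% in these data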;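 further: plate controls were DMSO wells with enzyme for no effect and no-enzyme buffer wells for full effect; values of inactives mirror those of a sister screen read the other way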
# The depositor's hits bear a star. An excerpt, so the mix of outcomes need not match the whole.
no.	structure	NALP3 yeast inh	mIAP inh	MIN6 prolif	mIAP activ	APOBEC3A inh	hIAP act	APOBEC3G inh	SENP1 inh	hIAP inh
1	CCOC(=O)/C(N=Nc1c(Br)cc(Br)cc1Br)=C(\C)O	-3	-4	-4	1	3	0.93	1	0	7
2	O=C(CCS(=O)(=O)Cc1ccccc1)N1CCN(c2ccc([N+](=O)[O-])cc2)CC1	3	-1	-2	1	3	0.87	-2	-2	13
3	O=C(Nc1ccc(Br)cc1)N1CCc2ccccc2C1	42	-20	-1	1.2	0	0.94	-5	3	6
4	COc1cccc(CC(=O)OCC(=O)N2CCN(c3ccc(F)cc3)CC2)c1	9	2	0	0.98	4	1	-3	2	-2
5	O=C(O)C1C2CCC(C2)C1C(=O)NCc1ccccn1 (configuration not stated)	6	-1	1	1	17	1.2	-7	-1	-16
6	Cc1occc1-c1nnc(SCC(=O)N(C)c2ccccc2)n1C	7	-8	0	1.1	0	0.94	-6	1	6
7	O=c1[nH]cnc2scc(-c3ccsc3)c12	14	1	2	0.99	-3	0.9	-3	-5	10
8	COc1ccccc1CNC(=O)c1nn(C)c2c1CS(=O)(=O)c1ccccc1-2	8	3	-1	0.97	-4	1	-2	2	-2
9	CC(C)CCOCc1nc2sc3c(c2c(=O)[nH]1)CCC(C)C3 (configuration not stated)	23	-1	0	1	-1	0.85	-6	-31	15
10	O=C(/C=C/c1ccccc1)N1CCC(c2ccccc2)C1 (configuration not stated)	12	7	-3	0.93	-3	0.98	-8	0	2
11	CC1CCCC1/C(=N/O)c1ccccc1 (configuration not stated)	7	-1	-2	1	-2	0.97	-2	2	3
12	Cc1ccc(OCCSc2nc3ccccc3n2CCC(=O)O)cc1	11	-2	-3	1	1	1.3	-4	1	-31
13	CCCS(=O)(=O)N1CCCC(C(=O)NCCCN2CCCC2=O)C1 (configuration not stated)	14	-2	-1	1	-7	1.2	-3	4	-20
14	CN(C)CCCN(C(=O)c1ccc(S(=O)(=O)N(C)C)cc1)c1nc2cc3c(cc2s1)OCO3	1	5	-1	0.95	0	0.98	-3	-2	2
15	Cc1c(Cl)cccc1NC(=S)N(Cc1cccs1)C1CCCC1	-14	7	-1	0.93	-2	0.92	-2	3	8
16	O=C(CCCc1cccs1)N1CCN(S(=O)(=O)c2ccccc2Br)CC1	23	0	-2	1	-4	0.98	-6	1	2
17	Cc1ccc(NC2=NCC(=O)N2C2CCCC2)cc1	-4	-3	-3	1	3	0.86	-9	-2	14
18	Nc1ccc(NC(=O)c2cccs2)c(Cl)c1	13	2	-2	0.98	-6	0.96	-6	0	4
19	CCN1CCN(CCC(=O)Nc2ccc(F)c(F)c2)CC1	6	-6	0	1.1	-1	1.1	-4	-5	-14
20	Cc1c(NC(=O)COC(=O)CCC(=O)c2ccc(Cl)cc2)c(=O)n(-c2ccccc2)n1C	20	-5	1	1.1	-2	0.95	0	-2	5
21	COc1cccc(C2c3[nH]c4ccccc4c3CCN2C(=O)c2ccccc2F)c1OC (configuration not stated)	3	-23	-4	1.2	-2	1.2	-7	-1	-16
22	O=C(CCCOc1ccccc1)Nc1ncccn1	20	-10	0	1.1	6	1	-4	1	-4
23	O=C(O)c1cccc([N+](=O)[O-])c1C(=O)Nc1cccc2ccccc12	6	6	-3	0.94	-1	1.1	-1	-1	-6
24	Cc1ccc(NC(=O)CCCC2CCCCC2)c(O)c1	2	-4	-5	1	2	1	-3	1	-4
25	COc1ccc(Br)cc1C(C[N+](=O)[O-])c1c(N)n(C)c(=O)n(C)c1=O (configuration not stated)	29	-1	-4	1	-5	0.93	-13	1	7

# In another format: results already given.
[12] Cc1ccc(OCCSc2nc3ccccc3n2CCC(=O)O)cc1
[22] O=C(CCCOc1ccccc1)Nc1ncccn1
[23] O=C(O)c1cccc([N+](=O)[O-])c1C(=O)Nc1cccc2ccccc12
[2] O=C(CCS(=O)(=O)Cc1ccccc1)N1CCN(c2ccc([N+](=O)[O-])cc2)CC1
[19] CCN1CCN(CCC(=O)Nc2ccc(F)c(F)c2)CC1
[9] CC(C)CCOCc1nc2sc3c(c2c(=O)[nH]1)CCC(C)C3 (configuration not stated)
[7] O=c1[nH]cnc2scc(-c3ccsc3)c12
entry no.	12	22	23	2	19	9	7
NALP3 yeast inh	11	20	6	3	6	23	14
mIAP inh	-2	-10	6	-1	-6	-1	1
MIN6 prolif	-3	0	-3	-2	0	0	2
mIAP activ	1	1.1	0.94	1	1.1	1	0.99
APOBEC3A inh	1	6	-1	3	-1	-1	-3
hIAP act	1.3	1	1.1	0.87	1.1	0.85	0.9
APOBEC3G inh	-4	-4	-1	-2	-4	-6	-3
SENP1 inh	1	1	-1	-2	-5	-31	-5
hIAP inh	-31	-4	-6	13	-14	15	10

# Limited to MIN6 prolif and SENP1 inh, for 4 of the compounds above:
item	Molecule	MIN6 prolif	SENP1 inh
6	Cc1occc1-c1nnc(SCC(=O)N(C)c2ccccc2)n1C	0	1
12	Cc1ccc(OCCSc2nc3ccccc3n2CCC(=O)O)cc1	-3	1
24	Cc1ccc(NC(=O)CCCC2CCCCC2)c(O)c1	-5	1
11	CC1CCCC1/C(=N/O)c1ccccc1 (configuration not stated)	-2	2

# The results go on:
no.	structure	NALP3 yeast inh	mIAP inh	MIN6 prolif	mIAP activ	APOBEC3A inh	hIAP act	APOBEC3G inh	SENP1 inh	hIAP inh
26	O=C(NCc1ccncc1)C1CCN(S(=O)(=O)c2ccc(Cl)c(C(F)(F)F)c2)CC1	4	5	-4	0.95	-2	1	-10	1	-2
27	Cn1cc(CN2CCCC(C(=O)Nc3cccc(-n4cccn4)c3)C2)cn1 (configuration not stated)	16	0	0	1	-6	1	-6	0	-4
28	N#Cc1cc(C(=O)c2cc(Cl)ccc2O)cn(CC2CCCO2)c1=O (configuration not stated)	14	8	-2	0.92	-2	1	-5	-7	-4
29	O=C(CN1C(=O)NC(c2ccccc2)(c2ccccc2)C1=O)NC1CCS(=O)(=O)C1 (configuration not stated)	8	-4	-1	1	-1	1.2	-12	-1	-15
30	CC1C(=O)Nc2ccc(S(=O)(=O)NCCc3ccc(Cl)cc3)cc2NC1=O (configuration not stated)	10	9	-2	0.91	9	0.97	6	-6	3
31	Nc1nccnc1C(=O)OCC(=O)Nc1ccc2[nH]c(=O)[nH]c2c1	5	9	5	0.91	5	1	38	-22	-4
32	CC(C)C(NC(=O)c1ccc(C(C)(C)C)cc1)C(=O)N1CCC(C(N)=O)CC1 (configuration not stated)	10	3	-3	0.97	0	0.98	-7	2	2
33	CN1CCC(=NNC(=O)c2cn(-c3ccccc3)nc2-c2ccccc2)CC1	16	1	-1	0.99	0	1.1	-4	0	-12
34	COC(=O)c1ccc(C(=O)Nc2cc(Cl)ccc2Cl)cc1NC(=O)c1ccccc1C	-10	8	-4	0.93	-7	0.91	-9	1	9
35	O=C(N[C@@H](Cc1c[nH]c2ccccc12)C(=O)O)OCC1c2ccccc2-c2ccccc21	-9	2	-2	0.98	-4	0.99	-3	-1	1
36	Cc1cc(C)n(/N=C/c2ccccc2)c(=O)c1C#N	22	-4	-1	1	-4	0.99	-3	4	1
37	CC1(C)CC(=O)C(C2(O)C(=O)N(Cc3ccccc3)c3ccccc32)CO1 (configuration not stated)	26	-8	-6	1.1	1	0.86	1	0	14
38	CCN(CC)C(=O)C(Oc1ccc(S(=O)(=O)N2CCCC2)cc1[N+](=O)[O-])c1ccccc1 (configuration not stated)	18	8	1	0.92	0	1.1	-3	0	-6
39	O=C(/C=C/c1cccc(F)c1)NCc1ccc2c(c1)OCO2	31	-8	-1	1.1	-3	0.87	-8	-1	13
40	Cc1ccc2nc(NC(=O)CCNS(=O)(=O)c3ccc(Br)s3)sc2c1	-8	15	-5	0.85	-2	0.92	-7	-2	8
41	COc1ccc(-c2cn[nH]c2-c2ccc(OCc3ccccc3F)cc2O)cc1OC	14	2	-6	0.98	3	1.6	-7	0	-65
42	COc1ccc(NC(=O)c2[nH]c(C)c(C(C)=O)c2C)cc1S(=O)(=O)Nc1ccc(Br)cc1	-10	-15	-3	1.2	6	1	-6	-1	-4
43	COc1ccc(NC(=O)[C@@H]2CCCN2S(=O)(=O)c2ccccc2F)cc1S(=O)(=O)N1CCCCC1	-6	-13	-2	1.1	-2	0.95	-6	1	4
44	CCc1cc(CC)c(/C=N/NC(N)=O)c(CC)c1	-5	-5	0	1.1	-1	1	-7	3	-2
45	Cc1cc([N+](=O)[O-])cc(C)c1OCC(=O)N/N=C/c1ccc(OC(=O)c2ccccc2)cc1	4	13	0	0.87	2	1.1	-4	-4	-11
46	Cc1ncsc1C(=O)Nc1nc2c(s1)CCCC2	5	8	-3	0.92	-1	1	-5	1	-1
47	COc1ccc(C(=O)NC2CCCc3c2cnn3-c2cc(F)cc(F)c2)c(OC)c1OC (configuration not stated)	5	9	-6	0.91	-3	0.82	-8	3	18
48	Cc1nc2ccccc2n1CC(=O)OCC(=O)NC1CC1	-10	-7	-2	1.1	1	1	-5	3	-4
49	CCCN1CCN(C(=O)c2ccc(CS(=O)c3ccc(F)cc3)o2)CC1 (configuration not stated)	10	5	-4	0.95	16	0.92	-8	0	8
50	CC(=O)N1c2ccccc2N(Cc2ccc([N+](=O)[O-])cc2)C(=O)C1(C)C	-15	3	-2	0.97	-2	1.1	-7	1	-10

# Additional compounds.
no.	structure	NALP3 yeast inh	mIAP inh	MIN6 prolif	mIAP activ	APOBEC3A inh	hIAP act	APOBEC3G inh	SENP1 inh	hIAP inh
51	NC(=S)C(c1ccccc1)c1ncc(C(F)(F)F)cc1Cl (configuration not stated)	16	12	-3	0.88	-3	1.1	-8	-1	-7
52	CCC(C)NC(=O)c1cn(CC)c2cc(N3CCN(C(=O)c4ccco4)CC3)c(F)cc2c1=O (configuration not stated)	9	3	-4	0.97	-8	1.2	-3	2	-17
53	COc1ccc(CN2CCOCC2)c(C)c1C	15	-3	-2	1	1	0.87	-2	1	13
54	CCOC(=O)C(C)On1c(-c2ccccc2)nc2ccc([N+](=O)[O-])cc21 (configuration not stated)	4	2	-2	0.98	-3	1	-3	1	0
55	O=C(COC(=O)CCCN1C(=O)c2cccc3cccc(c23)C1=O)Nc1cccc(Br)c1	10	15	-3	0.85	-1	1	0	-2	0
56	CC1=NN(C(=O)Cn2ccc([N+](=O)[O-])n2)C(O)(C(F)(F)F)C1 (configuration not stated)	7	-14	0	1.1	-2	0.93	-9	2	7
57	COc1ccc(N2CCN(C(CNC(=O)C(C)(C)C)c3ccco3)CC2)cc1 (configuration not stated)	15	-7	-1	1.1	-8	1.1	-7	0	-5
58	O=C(OCCN1C(=O)c2ccccc2C1=O)c1ccco1	12	-8	1	1.1	0	1.1	-6	-1	-14

# Source: PubChem
